# Screening results from PubChem.
# ERG-DNA inh: ERG Ets/DNA interaction inhibition | P11308 | fluorescence polarization, His-ERG Ets domain / labelled DNA | Potency, µM (highest dose often 76.9 µM), for the others: at the top dose FP activity, negative = inhibition, hits mostly inhibitors | actives 0.028% (n = 370,000); active = well fitted inhibition curve with a large enough effect in the polarisation, with a control signal flat; inconclusive = small, poorly fitted or top-dose-only effect, or effect the other way, or a change in a side signal; inactive = no such curve, though single readings can be large or run the other way; the % refers to the polarisation;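 also: polarization taken with two DNA probes labelled with fluorescein and Texas red; potency is read from the fitted curve at half-maximal effect; % of control where 0% means no effect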
#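 His-tagged ERG Ets domain (1 uM in the protein solution; 300mM KCl, 50mM Tris-HCl, 1mM EDTA, 1mM DTT, pH 7.5) received compound, then a probe mix of 5 nM fluorescein-DNA and 100nM Texas-615-DNA. Fluorescence polarization was read for both dyes.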
# JMJD2A Tudor: inhibitors of human JMJD2A Tudor domain. O75164. AlphaScreen JMJD2A-Tudor / H3K4me3 peptide binding. Potency, µM (top dose mostly 114 µM), for inactives: at the top dose activity change, negative = inhibition, most hits filed as inhibitors. actives 4.4% (n = 390,000); also: potency is read from the fitted curve at half-maximal effect; % is scaled to controls: 0 for no effect and ±100 for the full control effect; nearly all actives have a fitted effect of over 50% in size
# G9a inh: blocks human histone lysine methyltransferase G9a; Q96KQ7; G9a H3K9 monomethylation, AlphaScreen, 2 h; Potency, µM (highest dose often 102 µM), for the others: at the highest dose activity, negative = inhibition, actives largely listed as inhibitors; actives 8.8% (n = 350,000); also: potency is read from the fitted curve at half-maximal effect; % is scaled to controls: 0 for no effect and ±100 for the full control effect; nearly all actives have a fitted effect of over 75% in size
# Target sequence (Q96KQ7 913-1193 limits assumed): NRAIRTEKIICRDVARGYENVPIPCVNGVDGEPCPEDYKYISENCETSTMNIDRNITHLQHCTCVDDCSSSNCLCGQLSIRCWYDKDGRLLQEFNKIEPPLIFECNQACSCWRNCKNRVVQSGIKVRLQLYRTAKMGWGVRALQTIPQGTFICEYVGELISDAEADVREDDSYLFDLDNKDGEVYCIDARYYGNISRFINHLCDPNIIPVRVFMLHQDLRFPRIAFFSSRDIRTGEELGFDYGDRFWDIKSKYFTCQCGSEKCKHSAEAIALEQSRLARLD
#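 Step 1: enzyme (final 20 nM) with compound, 15 min RT. Step 2: substrate peptide 500 nM and SAM 20 uM, 2 h RT. Step 3: anti-H3K9me1 antibody and AlphaScreen beads, 10 min, then plate read.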
# RGS4 inh: blocks human RGS4-accelerated GTP hydrolysis. Transcreener GDP fluorescence polarization, RGS4-accelerated GTP hydrolysis. actives 0.039% (n = 390,000). AID 504845. Potency, µM (highest dose often 114 µM), inactives show at the top dose activity change, negative = inhibition, actives largely listed as inhibitors; also: potency is read from the fitted curve at half-maximal effect; % is scaled to controls: 0 for no effect and ±100 for the full control effect; nearly all actives have a fitted effect of over 75% in size; some results filed as inactive show a strong effect at the top dose
#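 MLSMR compounds (23 nl, pin-transferred) preincubated 10 min at room temperature with a 500nM (2x) first reagent, then RGS4 at 900nM (2x) plus Transcreener GDP mix added; fluorescence polarization (620/688 nm) read before and after 90 min at 30 °C.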
# GLS inhibitor: glutaminase GLS (human) inhibition | O94925 | GLS enzymatic activity, qHTS titration | Potency, µM (doses to about 45.5 µM), for the others: at the top dose activity change, negative = inhibition, hits mostly inhibitors | actives 0.21% (n = 410,000) | AID 624170; also: potency is read from the fitted curve at half-maximal effect; % is scaled to controls: 0 for no effect and ±100 for the full control effect
# Target sequence (O94925 whole entry, looked up): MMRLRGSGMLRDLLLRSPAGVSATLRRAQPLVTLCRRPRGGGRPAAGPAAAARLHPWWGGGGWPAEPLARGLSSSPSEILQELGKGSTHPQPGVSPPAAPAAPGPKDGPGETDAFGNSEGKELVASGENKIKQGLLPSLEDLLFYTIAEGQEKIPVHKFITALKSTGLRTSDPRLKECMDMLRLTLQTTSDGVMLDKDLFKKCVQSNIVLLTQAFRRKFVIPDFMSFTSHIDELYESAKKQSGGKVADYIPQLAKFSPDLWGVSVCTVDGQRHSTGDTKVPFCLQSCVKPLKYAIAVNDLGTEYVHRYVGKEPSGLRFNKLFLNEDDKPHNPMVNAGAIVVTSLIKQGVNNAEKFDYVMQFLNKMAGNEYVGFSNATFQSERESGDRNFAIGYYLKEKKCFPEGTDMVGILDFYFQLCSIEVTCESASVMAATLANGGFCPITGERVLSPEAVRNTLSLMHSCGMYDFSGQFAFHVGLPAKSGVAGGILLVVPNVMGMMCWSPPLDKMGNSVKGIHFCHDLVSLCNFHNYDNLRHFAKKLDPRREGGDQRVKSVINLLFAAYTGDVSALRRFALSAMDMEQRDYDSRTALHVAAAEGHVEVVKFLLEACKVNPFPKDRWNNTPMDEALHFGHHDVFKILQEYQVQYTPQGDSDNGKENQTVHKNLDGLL
#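 Coupled fluorescence readout: glutamate oxidase/HRP/Amplex Red detect glutamate formed by hKGA from L-glutamine (1 mM solution added). Buffer 45 mM KH2PO4 pH 8.2, 0.02% Tween-20; reads at t0 and 30 min RT.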
# HP1b chromo inh: blocks HP1-beta chromodomain binding to methylated histone tails. P83916. AlphaScreen HP1-beta / biotin-H3K9me3 peptide binding. Potency, µM (series often up to 114 µM), without a hit: top-dose activity change, negative = inhibition, actives largely listed as inhibitors. actives 0.56% (n = 390,000); also: potency is read from the fitted curve at half-maximal effect; nearly all actives have a fitted effect of over 70% in size; inactives centre near 23
#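 AlphaScreen: HP1-beta (50 nM) preformed 30 min with biotin-H3(1-18)K9me3 peptide (50 nM) in PBS pH 7.4, 0.01% Tween-20. Compound added for 30 min at RT, then streptavidin donor/nickel chelate acceptor beads (10 ug/mL) for 30 min.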
# 12-LOX inh: blocks human arachidonate 12S-lipoxygenase | purified 12hLO, xylenol orange hydroperoxide absorbance | AID 1671190 | Potency, µM (titrated, usually from 108 µM), inactives show top-dose activity change, negative = inhibition, hits mostly inhibitors | actives 1.1% (n = 580,000) | P18054; also: potency is read from the fitted curve at half-maximal effect; % is scaled to controls: 0 for no effect and ±100 for the full control effect
#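 Purified human 12hLO (150 nM final) in 25 mM Hepes, 0.01% Triton X-100, pH 7.0 was preincubated 15 min at room temperature with compound. Then 40 uM arachidonic acid was added, 30 min. Hydroperoxide was read by Fe-XO absorbance ratio 573/405 nm.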
# PI4K2A block: blocks human PI4K2A kinase activity | actives 0.13% (n = 420,000) | purified PI4K2A, ADP-Glo luminescence, 1 h; hits give low values | activity change, negative = inhibition, % at 76.9 µM | AID 1346378; in the data active = activity change below about -50%; inconclusive = mostly about -30% to -49%;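 also: -100% = wells without enzyme as full effect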
#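 In this quantitative HTS, ADP production by PI4K2A was quantified luminescently after 1 h at ambient temperature; 100 microM adenosine served as plate-quality control.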
# BAZ2B inh: BAZ2B (human) inhibition. Potency, µM (top dose mostly 114 µM), for the others: at the highest dose activity change, negative = inhibition, most hits filed as inhibitors. AlphaScreen BAZ2B-H3K14Ac peptide displacement. Q9UIF8. actives 4.4% (n = 360,000); also: potency is read from the fitted curve at half-maximal effect; % is scaled to controls: 0 for no effect and ±100 for the full control effect; nearly all actives have a fitted effect of over 60% in size
#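 BAZ2B (50 nM) with biotin-H3(5-23)K14Ac peptide (50 nM) in PBS pH 7.4, 0.01% Tween-20, preformed 30 min, then compound 30 min at room temperature; top concentration 110uM. AlphaScreen streptavidin donor/nickel chelate acceptor beads (10 ug/mL final), 20 min dark, signal read.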
# * hit, by the source's call; ? = inconclusive; / = not tested or not shown; & = joins results of further samples; [ ] = remark or other dose. Unless noted, calls follow the shape of the dose curve; as a rule, active = well fitted curve in the direction sought with a large enough effect; inconclusive = small, poorly fitted or top-dose-only effect, or another doubt; inactive = no such curve, though single readings can be large; an effect the other way counts as inactive or inconclusive. A portion of the library, so the mix of outcomes need not match the whole.
SMILES,ERG-DNA inh,JMJD2A Tudor,G9a inh,RGS4 inh,GLS inhibitor,HP1b chromo inh,12-LOX inh,PI4K2A block,BAZ2B inh
Cc1cc(C)c2c3c(sc2n1)C(c1cccc(F)c1)C(C#N)=C(N)O3 (stereo unspecified),-10.9%,?,?,-23.4%,-2.9%,20.8%,?,-4.8,1.5%
COc1ccc2cc(C(=O)C3CCCN(C(=O)c4cc5nc(C)cc(C)n5n4)C3)ccc2c1 (stereo unspecified),-1.4%,-9.9%,-2.2%,16.1%,-1.4%,33.0%,-2.6%,-2.7,-5.0%
CC(C)(CNC(=O)c1sc2cc(F)ccc2c1Cl)N1CCOCC1,-4.3%,-12.4%,8.9%[59 µM],-0.7%,-3.6%,16.8%,-0.1%,1.4,5.2%
COc1ccc(OCC(=O)N2CCN(C(=O)c3ccccc3)CC2)cc1,-8.4%,-29.0%,13.6%[12.7 µM],1.7%,4.4%,17.7%,12.7%,-4.9,14.3%
CCOc1ccc(C(=O)Nc2cccc3ncccc23)cc1Br,12.6%,-14.8%,-25.6%,-1.9%,0.0%,27.8%,1.6%,-8.2,?
Cc1ccc2c(c1)Cc1c(nc(-c3ccc(Cl)cc3)nc1SCC(=O)N1CCCCC1)O2,-0.4%,-8.3%,-34.5%[59 µM],17.5%,0.0%,22.5%,-18.9%,-2.6,-3.1%
Cc1cc(-c2[nH]nc3c2C(c2ccc(Cl)cc2)C(C#N)=C(N)O3)c(C)s1 (stereo unspecified),5.8%,?,-9.9%[59 µM],6.6%,46.0%[activator],13.6%,?,0.4,-11.7%
O=C(NCC1CCCO1)c1ccc2c(c1)C(=O)N(c1cccc([N+](=O)[O-])c1)C2=O (stereo unspecified),-6.3%,-2.8%,15.7%,8.0%,-9.1%,6.8%,-7.4%,2.2,-0.5%
O=C(CCN1C(=O)/C(=C\c2ccco2)SC1=S)Nc1ccc(C(=O)O)c(O)c1,90.3%[activator],56.2µM*,?,?,?,?,?,-11.2,35.5µM*
CCOc1ccc(CC(=O)NCc2ccc3c(c2)CCN3C(C)=O)cc1OCC,0.6%,-6.3%,1.4%[59 µM],19.4%,-12.1%,23.5%,-16.1%,-4.0,-10.5%
O=S1(=O)CCN(Cc2ccccn2)CC1,0.5%,8.0%,?,-1.4%,0.1%,25.5%,331.1%[activator],-3.1,0.8%
Cc1cc(=O)[nH]c2nnc(SCc3cccc(F)c3)n12,-11.8%,-15.9%,1.4%[59 µM],2.8%,-11.6%,0.1%,?,3.3,-2.2%
Cc1ccc(-c2n[nH]c(=O)c3ccccc23)c(C)c1,4.9%,-10.2%,-5.1%[0.501 µM],4.0%,16.9%,34.5%,0.0%,2.7,10.1%
CCCCN(C(=O)CSCC(=O)Nc1cccc(C)c1)c1c(N)n(CCCC)c(=O)[nH]c1=O,-1.7%,-8.1%,20µM*,-3.0%,15.2%,21.3%,-28.7%,-3.7,17.0%
Cc1ccc(-c2nc(N)c3c(-c4ccc(C)cc4)nn(C(C)(C)C)c3n2)cc1,20.7%,2.0%,?,-10.4%,4.9%,2.7%,60.6%[activator],2.1,0.1%
O=C(CN1CCCC1)Nc1c(C(=O)C2CC2)oc2ccccc12,3.3%,-1.4%,/,-13.0%,-6.1%,31.6%,8.5%,0.0,-11.4%
COC(=O)c1ccc(NCCc2csc(-c3ccc(C)cc3)n2)c([N+](=O)[O-])c1,5.8%,9.5%,-39.2%[59 µM],?,/,7.0%,-23.3%,2.3,-20.2%
O=C(O)c1ccc(Cn2cc(Cl)cn2)cc1,-0.1%,5.4%,20.3%[59 µM],-10.2%,?,33.3%,0.0%,0.5,-30.8%
Cc1ccc2nsnc2c1S(=O)(=O)Nc1ccccc1C(=O)O,-0.1%,?,3.4%,-14.6%,-0.5%,53.5%[activator],?,5.8,-13.1%
CCCCOc1ccc(S(=O)(=O)N2CCN(C)CC2)cc1,-0.2%,-2.9%,/,14.7%,3.8%,22.1%,80.3%[activator],2.3,/
CCN(CC)c1ccc(NC(=O)CCc2nnc3ccc(N4CCCCC4)nn23)c(C)c1,8.4%,?,44.7µM*,-8.6%,15.0%,-8.6%,97.5%[activator],-6.7,-30.7%
Cc1cccc(NC(=O)CSc2nnc(-c3ccc(S(=O)(=O)N4CCCC4)cc3)o2)c1,13.2%,-12.8%,-0.4%,-27.8%,2.5%,37.5%[activator],15.9%,-0.1,4.8%
O=C(O)C1CC(O)CN1c1nc(Cl)ccc1[N+](=O)[O-] (stereo unspecified),1.9%,-20.1%,33.7%[12.7 µM],-14.1%,-9.4%,-13.1%,-12.7%,-1.4,-29.6%
O=C(CSC1=Nc2ccccc2N=C(c2ccc(F)cc2)C1)NCc1ccccc1,3.7%,-13.1%,10.7%[59 µM],13.5%,7.4%,10.7%[57 µM],-3.3%,0.0,-5.0%
COc1ccc(-c2ccccc2)c2oc(-c3ccco3)cc(=O)c12,0.4%,-32.4%,/,-22.0%,10.1%,14.9%,/,0.2,/
Cc1cccc[n+]1CC(=O)c1ccc(NC(=O)c2ccccc2)cc1,7.6%,3.3%,/,-18.5%,2.8%,25.9%,-24.8%,-4.5,4.5%
NC(=O)c1ccccc1NC(=O)CN1c2ccccc2S(=O)(=O)c2ccccc21,1.5%,-21.0%,1.7%[59 µM],-41.7%,1.6%,39.1%[activator],?,2.0,-10.8%
Cc1cc(C(=O)OCn2nnc3ccccc3c2=O)c(C)o1,11.6%,-22.2%,?,8.1%,2.2%,14.8%,5.0%,-4.9,-28.6%
CCOc1ccc(N2CC(NC(=O)c3ccc(Cl)cc3)CC2=O)cc1 (stereo unspecified),-0.1%,6.5%,-5.6%[59 µM],-6.4%,7.6%,20.2%,-14.7%,-0.3,5.5%
COc1ccc(N2CCN(C(=O)c3cc4c(-c5ccc(Cl)cc5)nn(C)c4s3)CC2)cc1,-3.3%,?,35.5µM*,-47.2%,10.3%,-1.4%,-15.6%,-2.4,10µM*
Cc1ccc(CSCCNC(=O)c2ccc(NS(C)(=O)=O)cc2)cc1,21.9%,2.8%,/,-2.9%,0.0%,17.0%,3.2%,0.0,-6.3%
CCOC(=O)C1CCN(C(=O)Cn2nc(C)n3c(cc4cc(C)ccc43)c2=O)CC1,-2.2%&-3.9%,-19.1%&-11.3%,-4.4%,10.4%[11.4 µM],3.7%&-15.9%,53.4%&20.1%[activator],-0.9%&-15.1%,5.5&-3.6,-13.5%&-7.4%
COc1ccccc1NC(=O)C1=C(C)Nc2nc(-c3cccs3)nn2C1c1cccnc1 (stereo unspecified),-1.5%,-4.2%,9.4%,0.3%,-2.3%,48.5%[activator],389.6%[activator],1.1,-3.0%
CCOc1ccc(OCC(=O)OCC(=O)Nc2ccc3[nH]c(=O)[nH]c3c2)cc1,-9.3%,-13.0%,?,-47.6%,-1.5%,28.3%,-63.0%,-2.9,-8.7%
Cc1cc(S(=O)(=O)NCc2ccccc2)ccc1OCC(=O)NCC1CCCO1 (stereo unspecified),112.2%[activator],-7.7%,/,1.7%,3.4%,-20.6%,-5.3%,-1.5,-1.9%
Cc1ccccc1Nc1ncc(C#N)c(N)n1,-2.7%,-1.7%,/,-2.1%,-1.2%,54.3%[activator],0.0%,5.1,-2.9%
CN(C)c1ccc(CNc2ncn[nH]2)cc1,6.1%,-21.2%,-23.6%,-8.7%,24.8%,22.0%,13.1%,8.1,-15.2%
Cc1ccc2c(c1)C1CC(C)(O2)N(c2cccc(C(=O)N3CCN(c4ccccn4)CC3)c2)C(=O)N1 (stereo unspecified),9.5%,-9.0%,2.6%,-18.6%,3.1%,44.8%[activator],-20.7%,-2.8,-26.5%
COc1cccc(CNC(=O)c2cc3c(s2)-c2c(C)cccc2OC3)c1,6.1%,51.3%[activator],28.4%[59 µM],?,1.1%,82.7%[activator],?,-0.9,26.9%
N#CCCn1c(O)c(N=NC(=O)CNC(=O)c2cccs2)c2ccccc21,4.8%,-4.5%,29.4%,14.4%,1.0%,26.6%,?,0.0,18.8%
O=c1[nH]c(Cn2nnc(-c3ccccc3)n2)nc2scc(-c3ccccc3)c12,6.7%,-22.5%,-29.4%,-14.6%,7.9%,18.2%,55.8%[activator],-1.5,-25.8%
O=C(O)c1ccc(NC(=S)N2CCCCC2)cc1,3.4%,0.0%,-8.8%,-7.5%,-6.5%,17.9%,?,6.1,-24.5%

# Shown with the structure last: entries from further up.
ERG-DNA inh | JMJD2A Tudor | G9a inh | RGS4 inh | GLS inhibitor | HP1b chromo inh | 12-LOX inh | PI4K2A block | BAZ2B inh | SMILES
13.2% | -12.8% | -0.4% | -27.8% | 2.5% | 37.5%[activator] | 15.9% | -0.1 | 4.8% | Cc1cccc(NC(=O)CSc2nnc(-c3ccc(S(=O)(=O)N4CCCC4)cc3)o2)c1
1.9% | -20.1% | 33.7%[12.7 µM] | -14.1% | -9.4% | -13.1% | -12.7% | -1.4 | -29.6% | O=C(O)C1CC(O)CN1c1nc(Cl)ccc1[N+](=O)[O-] (stereo unspecified)
3.7% | -13.1% | 10.7%[59 µM] | 13.5% | 7.4% | 10.7%[57 µM] | -3.3% | 0.0 | -5.0% | O=C(CSC1=Nc2ccccc2N=C(c2ccc(F)cc2)C1)NCc1ccccc1
